Screening results from PubChem.
C8 TRAIL sens – sensitizes caspase-8 expressing cells to TRAIL. NB7+C8 cells + TRAIL, ATPlite viability luminescence. inhibition (viability loss, TRAIL sensitization), % at 10 µM. hit rate 1% among 360,000;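 active = compounds causing at least 50% loss of cell viability in the single-dose screen, relative to plate controls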
EBV LMP1 NFkB – reduces LMP1-driven NF-kappaB luciferase signal. LMP1-induced NF-kappaB luciferase reporter cells, luminescence. inhibition, % at 12.5 µM. hit rate 0.69% among 350,000; in the data active = inhibition above about 41%;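 note: 0% = neutral control wells and 100% = reference inhibitor control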
CF NFkB inh – inhibitors of cystic fibrosis induced NF-kB; KKLEB NF-kB-GFP reporter, PAF-induced, GFP fluorescence overnight; hit rate 0.86% among 360,000; inhibition, % at 5 µM;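 active = at least 50% inhibition at 5 µM, scaled per plate between neutral and stimulator controls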;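 note: PAF is a Pseudomonas aeruginosa culture filtrate used as stimulus; plate controls were PAF-stimulated DMSO wells for no effect and unstimulated DMSO wells for full effect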
NCOA2 inhibitor – human SRC2 (NCOA2) inhibition. Q15596. HEK293 GAL4-SRC2 luciferase reporter, luminescence. inhibition, % at 9 µM. hit rate 0.17% among 370,000. AID 651957;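 active = inhibition above the mean inhibition of all tested compounds plus 3 SD, set per campaign, cut at about 52% in these data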;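 note: 0% = DMSO treated cells and 100% = cells given Gossypol at 36 µM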
TWEAK-Fn14 inh – blocks TWEAK-Fn14 interaction in a reporter cell assay | TWEAK-stimulated Fn14 reporter cells, luciferase luminescence, 8 h | inhibition, % at 10 µM | hit rate 2% among 360,000 | AID 1159606; in the data active = inhibition above about 50%
KKLEB tox – counter-screen for CF NF-kB inhibitors: cytotoxicity; hit rate 0.36% among 360,000; KKLEB CF airway cells viability, ATPlite luminescence, overnight; active compounds read low; cells stimulated with P. aeruginosa culture filtrate; activity change (cytotoxicity), % at 5 µM;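 active = corrected activity change at or below -50% at 5 µM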
LRH-1 inv ag – NR5A2 inverse agonism in reporter assay. AID 602396. hit rate 0.13% among 360,000. HEK293T StAR-luciferase reporter, LRH-1 transfected, 24 h. inhibition, % at 3.6 µM;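 active = inhibition above the mean inhibition of all tested compounds plus 3 SD, cut at about 73% in these data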;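 note: 0% = DMSO wells and 100% = reporter-only cells lacking LRH-1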
NCOA3 inh – inhibitors of human steroid receptor coactivator 3 (SRC3). HEK293 GAL4-SRC3 luciferase reporter, luminescence. inhibition, % at 3.6 µM. hit rate 0.17% among 360,000. AID 588352;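 active = inhibition above a per-campaign cutoff, the mean of all compounds plus 3 SD, cut at about 60% in these data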;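 note: 0% = DMSO-treated cells and 100% = gossypol-treated cells at 36 µM; higher means less SRC3-driven luciferase light from the GAL4 reporter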
Target sequence (Q9Y6Q9 whole entry, looked up, the tested form may be a part): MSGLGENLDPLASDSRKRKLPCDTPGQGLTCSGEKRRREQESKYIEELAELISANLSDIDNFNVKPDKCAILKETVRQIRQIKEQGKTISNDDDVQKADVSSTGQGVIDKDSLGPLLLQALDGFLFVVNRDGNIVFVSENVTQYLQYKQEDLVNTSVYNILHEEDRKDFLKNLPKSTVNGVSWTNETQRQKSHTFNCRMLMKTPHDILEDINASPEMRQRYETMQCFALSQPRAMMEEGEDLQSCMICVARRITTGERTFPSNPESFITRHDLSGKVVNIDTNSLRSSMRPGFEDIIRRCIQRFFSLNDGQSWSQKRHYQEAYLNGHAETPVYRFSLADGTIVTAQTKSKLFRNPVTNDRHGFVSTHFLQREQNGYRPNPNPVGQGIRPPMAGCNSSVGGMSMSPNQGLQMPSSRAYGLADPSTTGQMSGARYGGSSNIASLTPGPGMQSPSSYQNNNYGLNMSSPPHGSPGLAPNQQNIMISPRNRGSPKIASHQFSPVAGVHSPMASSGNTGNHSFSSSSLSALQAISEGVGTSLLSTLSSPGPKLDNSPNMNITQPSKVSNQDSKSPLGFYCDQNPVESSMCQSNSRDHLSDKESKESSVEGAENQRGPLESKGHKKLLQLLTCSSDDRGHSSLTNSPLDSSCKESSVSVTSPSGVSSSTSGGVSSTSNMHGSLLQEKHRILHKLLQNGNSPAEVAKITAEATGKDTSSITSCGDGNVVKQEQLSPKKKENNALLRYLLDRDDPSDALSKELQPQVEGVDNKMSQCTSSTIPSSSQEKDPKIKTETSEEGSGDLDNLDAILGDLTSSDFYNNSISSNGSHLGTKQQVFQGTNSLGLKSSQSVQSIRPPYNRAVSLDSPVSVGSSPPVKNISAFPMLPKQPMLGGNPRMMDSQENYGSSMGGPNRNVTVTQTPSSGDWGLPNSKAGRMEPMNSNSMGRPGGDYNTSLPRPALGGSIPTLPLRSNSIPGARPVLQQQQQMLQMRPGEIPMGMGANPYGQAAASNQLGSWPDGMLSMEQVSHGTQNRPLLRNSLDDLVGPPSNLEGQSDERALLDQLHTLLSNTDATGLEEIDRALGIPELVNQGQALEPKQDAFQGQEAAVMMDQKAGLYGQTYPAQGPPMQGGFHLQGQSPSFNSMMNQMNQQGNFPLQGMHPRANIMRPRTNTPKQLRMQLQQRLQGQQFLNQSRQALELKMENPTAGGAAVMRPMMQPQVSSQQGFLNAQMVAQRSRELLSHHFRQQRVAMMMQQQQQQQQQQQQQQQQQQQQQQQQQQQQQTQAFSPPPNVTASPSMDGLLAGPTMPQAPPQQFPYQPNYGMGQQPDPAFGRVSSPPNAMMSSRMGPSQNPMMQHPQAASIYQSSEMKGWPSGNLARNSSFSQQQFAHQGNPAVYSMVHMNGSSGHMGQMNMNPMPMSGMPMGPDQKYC
TROY NFkB inh – inhibitors of TROY-dependent NF-kB signaling; inhibition, % at 10 µM; Q293 LMP1-TROYcd NF-kB luciferase reporter, 4 h; hit rate 0.98% among 360,000;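 active = compounds whose plate-normalised and pattern-corrected inhibition of the luciferase reporter signal at the single screening dose is 50% or more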
SRC1 inh – inhibitors of human steroid receptor coactivator 1 (SRC1). hit rate 0.12% among 360,000. inhibition, % at 3.6 µM. AID 588354. HEK293 GAL4-SRC1 luciferase reporter, luminescence. Q15788;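 active = inhibition above the campaign mean plus 3 SD, with each screening campaign given its own cutoff, cut at about 60% in these data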;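 note: 0% = DMSO treated cells and 100% = gossypol at 36 µM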
NR2F2 inh – NR2F2 (human) inhibition, primary screen; P24468; HEK293T NGFI-A luciferase reporter, luminescence; inhibition, % at 8.6 µM; hit rate 0.7% among 370,000; AID 686940;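 active = inhibition above a per-plate cutoff, mean inhibition of test wells between control levels plus 3 SD, cut at about 38% in these data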;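 note: cells cotransfected with COUP-TFII expression vector driving the NGFI-A reporter; 0% = median of COUP-TF2 test wells and 100% = reporter-only cells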
* = called active by the depositor; . = not tested or not shown.

Every second line gives: C8 TRAIL sens	EBV LMP1 NFkB	CF NFkB inh	NCOA2 inhibitor	TWEAK-Fn14 inh	KKLEB tox	LRH-1 inv ag	NCOA3 inh	TROY NFkB inh	SRC1 inh	NR2F2 inh
(1) O=C1/C(=C/c2cccnc2)Oc2cc(OS(=O)(=O)c3ccccc3)ccc21
  7	-9	9	.	-29	-4	13	-6	10	-13	.
(2) CC(O)c1nc2cc([N+](=O)[O-])ccc2n1Cc1ccccc1 (stereo not drawn)
  -6	5	2	-16	1	-8	28	-2	13	30	-11
(3) Cc1cc(C(=O)Nc2c(C)n(C)n(-c3ccccc3)c2=O)c(C)o1
  -15	2	7	5	-4	12	-14	13	5	2	14
(4) CC(=O)c1ccc(-c2cccc(-c3nc4ccccn4c3NC3CCCCC3)c2)cc1
  20	-7	30	22	22	-19	7	-4	17	-5	3
(5) Cc1cccc(Cn2cnc3ccccc32)c1
  26	3	8	-19	-1	0	20	15	-6	-3	15
(6) O=C(N/N=C/c1ccccn1)c1ccc(N/N=C/c2ccccn2)cc1
  -1	4	7	0	-2	-1	-19	7	-1	4	9
(7) CC(C)(C)c1ccc(OCC(=O)N2CCCCCC2)c(Br)c1
  5	9	0	-45	-20	1	6	1	-6	-34	-25
(8) CCC1CCCCN1C(=O)Cn1c(=O)n(CCC(=O)NCc2ccco2)c(=O)c2sccc21 (stereo not drawn)
  4	-2	-23	-16	-6	8	-18	4	7	-3	2
(9) Cc1cc(NC(=O)CSCC(=O)OCc2nnc(-c3ccc(F)cc3)o2)no1
  -8	1	0	12	11	9	-27	4	-17	-20	-21
(10) CCCC(C(=O)NCC1CCCO1)N(C(=O)CNS(=O)(=O)c1ccccc1)c1ccc(F)cc1 (stereo not drawn)
  17	3	-4	-5	10	-2	20	10	9	-11	11
(11) CCOCC(=O)NCc1ccc2c(c1)OCO2
  -4	5	-9	-24	2	0	4	5	3	-3	-4
(12) Cc1cc(C)c(S(=O)(=O)N2CCc3ccccc32)c(C)c1
  9	-8	-1	9	0	-12	14	-3	-16	-23	11
(13) Cc1cc(NC(=O)CSc2nnc(C)c(=O)n2N)no1
  1	0	-10	-7	13	13	4	-12	20	-27	-11
(14) NS(=O)(=O)c1ccc(CCNC(=S)NC(=O)c2ccccc2Br)cc1
  5	5	4	-14	-15	-3	18	5	12	0	-8
(15) CCN(CC)c1ccc(NC(=O)c2ccccc2F)cc1S(=O)(=O)Nc1ccccc1OC
  5	3	-12	-35	4	6	17	14	1	8	6
(16) CCCN1CCN(C(=O)C(NC(=O)c2ccco2)C(C)C)CC1 (stereo not drawn)
  10	-4	-12	-31	14	11	2	3	16	-3	4
(17) Cc1occc1C(=O)Nc1cccc([N+](=O)[O-])c1C
  -9	-4	8	-1	-12	-5	-4	3	14	3	9
(18) O=C(NC1CCCCC1)N1CCCCCC1
  -5	13	7	-10	-4	10	2	22	-19	-11	13
(19) Cc1cccc(-n2c(C)cc(/C=C3\C(=N)N4N=C(CC(C)C)SC4=NC3=O)c2C)c1
  -1	4	-23	-19	-6	9	12	10	22	-12	0
(20) O=C(CSc1ccccc1)NCc1ccccn1
  -10	-1	-11	23	2	22	-7	0	-8	-18	-9
(21) C/C(=N/NC(=O)CSc1nc2ccccc2s1)c1ccncc1
  7	2	1	-16	4	-8	-2	-2	10	-6	17
(22) CCc1ccc(-n2c(SCC(=O)Nc3cccc(S(=O)(=O)NC4=NCCCCC4)c3)nc3ccccc3c2=O)cc1
  -7	-3	-8	-15	10	15	5	18	-10	-6	13
(23) O=C(O)CCN1C(=O)/C(=C\c2cccc(OCC(=O)Nc3ccc(Cl)cc3)c2)SC1=S
  11	-5	12	-25	-8	-7	-45	-25	8	-28	-16
(24) O=c1[nH]c2ccccc2nc1-c1nnnn1C1CCCC1
  4	.	.	3	-5	.	7	.	-10	.	8
(25) CC(=C\c1ccccc1)/C=C1/SC(=S)N(CCCC(=O)O)C1=O
  6	22	-6	53*	20	22	3	2	60*	-9	38*
(26) CC(=O)Nc1ncc(Cc2cccc(Cl)c2)s1
  -5	-6	29	3	23	-1	24	14	26	-2	-4
(27) CCc1ccc(-c2csc(-c3c[nH]c4ccccc34)n2)cc1
  0	-25	-35	-28	6	13	-103	-40	-45	-137	-37
(28) CCN1CCN(c2nc3ccccc3nc2C(C#N)C(=O)OC2CCCCC2)CC1 (stereo not drawn)
  -12	0	13	11	1	-40	15	2	13	15	5
(29) O=C1c2ccccc2C(=O)N1c1ccc(Cc2ccncc2)cc1
  3	1	-17	18	-34	11	6	-4	-8	8	11
(30) O=C(CCc1ccccc1)Nc1ccc(N2CCOCC2)c(Cl)c1
  2	-3	-13	-26	-4	4	-16	1	2	-7	-12
(31) Cc1ccccc1NC(=O)C1=CC=CN2CCS(=O)(=O)N=C12
  -16	-5	3	-3	2	8	16	-2	5	3	-11
(32) COc1cc(C(=O)N(C)C2CCCCC2)ccc1OC1CCN(C(C)=O)CC1
  4	-5	9	0	11	-1	-1	14	-6	13	-9
(33) COc1ccccc1NS(=O)(=O)c1ccc(C)c(C(=O)NC2=NCCS2)c1
  -9	-2	-12	-12	13	13	-14	-17	9	-5	-2
(34) NS(=O)(=O)c1ccc(N2N=C(c3ccccc3)CC2c2ccccc2)cc1 (stereo not drawn)
  -8	12	3	-20	21	32	4	18	25	-18	-17
(35) Cn1ccnc1SCC(=O)Nc1ccc([N+](=O)[O-])cn1
  -4	-1	1	-30	-3	8	10	10	8	-2	-5
(36) CCCN(CCC)C(=O)Cn1c(=O)c2ccccc2n2c(=S)sc(-c3ccccc3C)c12
  1	3	26	-26	-5	-2	6	7	-21	-7	-3
(37) Cc1ccc(NC(=O)c2oc(=O)c3ccccc3c2-c2ccccc2)c(C)c1
  -2	3	16	1	14	0	8	5	-6	17	3
(38) Cc1cc(CCN2CCC(=O)NC2=O)ccc1OC(C)C
  -11	0	2	4	9	7	-23	-9	5	1	7
(39) Cc1nnc(NC(=O)c2ccc(S(=O)(=O)N3CCCCC3)cc2)s1
  5	-8	6	19	14	-12	-1	-2	9	-4	6
(40) CC(CCc1ccccc1)NC(=O)COC(=O)c1ccc(F)cc1 (stereo not drawn)
  -7	-1	-9	2	-3	-3	-4	-18	-8	1	9
(41) Cc1ccc(S(=O)(=O)N(C)c2ccc(C(=O)NCC(c3ccccc3)N3CCCC3)cc2)cc1 (stereo not drawn)
  -12	-55	-17	-31	-4	-16	-63	-7	-12	-5	8
(42) Cc1coc2cc3oc(=O)c(CCC(=O)NCc4ccccn4)c(C)c3cc12
  -8	-8	12	-30	-50	-4	4	6	-8	3	2
(43) COc1ccc(/C=C/C(=O)NCCc2ccc(S(N)(=O)=O)cc2)cc1
  -1	-15	16	6	5	9	-7	17	-7	-10	8
(44) CN(Cc1cccc(F)c1)C(=O)CN1C(=O)NC2(CCc3ccccc32)C1=O (stereo not drawn)
  -1	-2	-6	-6	6	15	-5	-21	21	-13	-7
(45) O=S(=O)(c1ccc2ccccc2c1)N1CCOCC1
  10	-3	-4	2	5	0	-7	9	10	3	-1
(46) CCCc1ncc(C(O)c2ccccc2OC)n1C (stereo not drawn)
  26	-5	16	10	-13	-4	-17	10	1	-18	16
(47) CCC(=O)N1CCc2cc(Br)cc(S(=O)(=O)N3CCC(C(=O)NC(C)C)CC3)c21
  -8	-8	-12	-18	-4	6	8	12	0	-18	18
(48) COc1ccc(NC(=O)N2CCC(c3ccccc3)C2)c(OC)c1 (stereo not drawn)
  -4	1	7	0	2	-4	-10	9	-13	20	-16
(49) CCn1c(=O)c2cc(S(=O)(=O)NCc3ccccc3)ccc2n(CC)c1=O
  15	10	6	14	0	-5	4	17	-7	-15	3
(50) CCOC(=O)c1c(C)c(-c2ccccc2)n(CC(=O)N2CCCC2)c1C
  3	-3	-1	11	9	-2	-20	-21	-14	12	11
(51) O=C(c1cc(-c2ccc(Cl)c(Cl)c2)on1)N1CCN(c2ccccc2)CC1
  -3	3	2	-40	-32	-8	-20	-32	-30	-30	-7
(52) S=C(Nc1ccc(Cl)cc1)Nc1cccc2cnccc12
  10	-9	16	7	43	-3	11	10	19	9	-8
(53) NC1=NC(=O)/C(=C\C=C\c2ccccc2)S1
  3	-13	0	-20	-37	6	-66	-25	-51	-31	-19
(54) COC(=O)NC(NS(=O)(=O)c1ccccc1)(C(=O)OC)C(F)(F)F (stereo not drawn)
  4	6	1	-7	-2	3	-11	13	12	-14	-20
(55) COc1ccc(C2/C(=C(\O)c3ccc4c(c3)OCCO4)C(=O)C(=O)N2CCCn2ccnc2)cc1 (stereo not drawn)
  -9	0	10	9	-6	5	-3	-16	-20	-4	-14
(56) COc1ccc(CC2(CO)CCN(CC3=Cc4cc(Cl)ccc4OC3)CC2)cc1
  27	11	6	18	44	-12	20	11	35	-12	64*
(57) Nc1nc(SCCO)[nH]c(=O)c1NC(=O)c1ccc(Br)o1
  -2	-4	4	23	10	-6	-6	-38	15	6	2
(58) O=C(CSc1nnc(NC(=O)c2ccccc2)s1)NCC1CCCO1 (stereo not drawn)
  56*	1	5	-54	-10	1	-74	-41	2	-73	-28
(59) CCc1nnc(NC(=O)CN2CCN(S(C)(=O)=O)CC2)s1
  -14	3	10	-7	7	-2	16	-54	14	6	2
